High-throughput results as filed in PubChem.
EPAC1 antagonist: blocks human EPAC1 exchange factor; EPAC1 GEF assay, Rap1b-BODIPY-GDP exchange fluorescence; hit rate 0.14% among 360,000; AID 720709; Potency, µM (series often up to 115 µM), for the others: at the top dose activity change, negative = inhibition, most hits filed as inhibitors;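 also: potency is read from the fitted curve at half-maximal effect; plate controls were vehicle for no effect and positive control for full effect; nearly all actives have a fitted effect of over 50% in size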
Abeta rescue: restores growth of yeast expressing A-beta42 peptide; hit rate 0.063% among 410,000; Potency, µM (highest dose often 46.1 µM), for the others: at the top dose growth rescue, hits mostly activators; yeast expressing A-beta42, growth rescue, OD600, 48 h; response scale: 0% DMSO, 100% iron-clioquinol control; also: potency is read from the fitted curve at half-maximal effect; nearly all actives have a fitted effect of over 55% in size
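Growth rescue measured by 600 nm absorbance after 48 h yeast culture at 30 C with compound. Values normalized between DMSO and an equimolar ferric chloride plus clioquinol control.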
EPAC1 agonist: EPAC1 (human) agonism. EPAC1 agonist qHTS, biochemical assay; response scale: 100% = response to 6.5 mM cAMP. O95398. hit rate 0.073% among 360,000. AID 720707. Potency, µM (highest dose often 154 µM), without a hit: top-dose activation, actives largely listed as activators; also: potency is read from the fitted curve at half-maximal effect; nearly all actives have a fitted effect of over 60% in size
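Nucleotide exchange by EPAC1 (100 nM) on Rap1B–BODIPY-GDP (250 nM) in the presence of 50 uM GDP is tracked fluorescently at 480/540 nm over 30 min. Signals are normalized to a 6.5 mM cAMP control.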
PLK1 PBD block: blocks phosphopeptide binding to human PLK1 polo-box domain; Potency, µM, inactives show max response, negative = inhibition, most hits filed as inhibitors; hit rate 2.8% among 360,000; AID 720504; P53350; Plk1 PBD binding of FITC phosphopeptide, fluorescence polarization; also: potency is read from the fitted curve at half-maximal effect; series mostly up to about 57 µM; % is scaled to controls: 0 for no effect and ±100 for the full control effect; nearly all actives have a fitted effect of over 65% in size
Target sequence (P53350 whole entry, looked up, the tested form may be a part): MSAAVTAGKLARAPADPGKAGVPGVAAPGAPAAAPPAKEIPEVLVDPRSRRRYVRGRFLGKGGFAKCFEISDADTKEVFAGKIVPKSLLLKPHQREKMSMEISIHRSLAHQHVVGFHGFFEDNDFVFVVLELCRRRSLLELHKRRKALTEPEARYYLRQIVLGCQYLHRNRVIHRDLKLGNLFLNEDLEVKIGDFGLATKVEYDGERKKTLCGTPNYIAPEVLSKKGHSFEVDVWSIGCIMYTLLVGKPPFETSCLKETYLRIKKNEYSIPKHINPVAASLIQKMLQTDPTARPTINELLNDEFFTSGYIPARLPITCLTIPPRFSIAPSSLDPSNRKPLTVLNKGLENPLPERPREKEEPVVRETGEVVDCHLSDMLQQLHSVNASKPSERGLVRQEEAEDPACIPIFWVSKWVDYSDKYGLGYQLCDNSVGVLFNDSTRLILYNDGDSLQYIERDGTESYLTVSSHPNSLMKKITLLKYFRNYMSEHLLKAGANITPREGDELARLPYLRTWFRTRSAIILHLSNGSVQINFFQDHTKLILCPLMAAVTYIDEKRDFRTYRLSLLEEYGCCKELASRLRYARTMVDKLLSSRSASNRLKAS
WRN inhibitor: blocks human WRN helicase. Q14191. WRN helicase unwinding, fluorescent forked duplex, kinetic. Potency, µM (titrated, usually from 114 µM), without a hit: top-dose activity change, negative = inhibition, usual class: inhibitors. hit rate 0.46% among 360,000; also: potency is read from the fitted curve at half-maximal effect; % is scaled to controls: 0 for no effect and ±100 for the full control effect; nearly all actives have a fitted effect of over 55% in size
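Fluorescence dequenching readout, ex 525 nm/em 598 nm, kinetic mode: forked duplex DNA (100 nM final) with adjacent fluorophore and quencher unwound by WRN (20 nM final) with 2 mM ATP. Compound preincubation 15 min, room temperature.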
IL2 activator: IL-2 activation; IL-2 activation reporter assay, cell-based qHTS; stimulated with anti-CD3/CD4/CD28 beads; in transgenic mouse T cells; hit rate 0.065% among 360,000; activation, % (series mostly up to about 46 µM); in the data active = activation above about 50%; inconclusive = mostly about 30% to 49%; also: 0% is about no effect
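Using fluorescent plate cytometry, EGFP and DsRed are detected in transgenic mouse T cells stimulated 18 h at 37 degrees C with antibody-coated beads after 60 min compound pretreatment.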
PI5P4K alpha inh: PI5P4K alpha (human) kinase inhibition. P48426. PI5P4Kalpha enzyme, ADP-Glo luminescence, 60 min; hits give low values. max response, %. hit rate 1.2% among 330,000; active = max response of -50% or lower; inconclusive = between -30% and -50%; inactive = -30% or higher; also: value at the top dose of about 77 µM; % is scaled to controls: 0 for no effect and ±100 for the full control effect
Target sequence (P48426 whole entry, looked up): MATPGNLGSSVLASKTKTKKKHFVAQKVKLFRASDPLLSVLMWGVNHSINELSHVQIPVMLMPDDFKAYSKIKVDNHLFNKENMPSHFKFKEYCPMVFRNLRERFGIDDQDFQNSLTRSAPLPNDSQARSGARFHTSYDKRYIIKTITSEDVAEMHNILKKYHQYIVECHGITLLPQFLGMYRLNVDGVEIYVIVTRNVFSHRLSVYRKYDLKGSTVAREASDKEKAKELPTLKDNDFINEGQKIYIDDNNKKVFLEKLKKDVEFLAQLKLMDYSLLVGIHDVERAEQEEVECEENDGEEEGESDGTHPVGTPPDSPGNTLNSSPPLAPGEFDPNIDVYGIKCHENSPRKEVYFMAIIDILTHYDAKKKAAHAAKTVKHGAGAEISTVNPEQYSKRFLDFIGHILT
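Reactions run in 0.038 M HEPES pH 7.4, 0.28 mM EGTA, 0.1% CHAPS and 5% DMSO, with PI5P4Kalpha, substrate, compound and 5 microM ATP final, one hour at room temperature. Readout is ADP-Glo luminescence.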
FUS suppressor: suppressors of FUS proteinopathy in yeast; S. cerevisiae FUS-expressing, growth rescue, OD600, 24 h; AID 1347120; Potency, µM (doses to about 76.6 µM), for the others: at the highest dose growth rescue (activation), hits mostly activators; hit rate 0.24% among 390,000;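 also: potency is read from the fitted curve at half-maximal effect; plate controls were DMSO vehicle for no effect and reference control for full effect; nearly all actives have a fitted effect of over 55% in size; some results filed as inactive show a strong effect at the top dose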
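FUS-expressing yeast, raffinose-pregrown, induced in 2% galactose minimal medium at OD 0.005; compounds in a dilution series, 24hr at 30C. Growth restoration read as absorbance at 600 nm. CP55940 positive control, DMSO negative.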
aSyn yeast inh: rescues yeast growth from alpha-synuclein toxicity; Yeast expressing alpha-synuclein, growth rescue, BacTiter-Glo, 24 h; Potency, µM (top dose mostly 46.1 µM), for inactives: at the highest dose growth rescue (activation), actives largely listed as activators; hit rate 0.14% among 370,000; AID 652106; also: potency is read from the fitted curve at half-maximal effect; % of control where 0% means no effect; nearly all actives have a fitted effect of over 65% in size
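Galactose-induced alpha-syn yeast (OD600=0.02, raffinose-pregrown) + pinned cpd, 24 hr, 30 deg C; growth by BacTiter-Glo luminescence. Growth restoration scores as activation.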
Numbers without * were called inactive; ? = inconclusive; . = not tested or not shown; [ ] = remark or other dose. Unless noted, calls follow the shape of the dose curve; as a rule, active = well fitted curve in the direction sought with a large enough effect; inconclusive = small, poorly fitted or top-dose-only effect, or another doubt; inactive = no such curve, though single readings can be large; an effect the other way counts as inactive or inconclusive.

Sample of the layout:
SMILES	EPAC1 antagonist	Abeta rescue	EPAC1 agonist	PLK1 PBD block	WRN inhibitor	IL2 activator	PI5P4K alpha inh	FUS suppressor	aSyn yeast inh
Cc1ccc(C(=O)NCCn2cc(SCC(=O)N3CCOCC3)c3ccccc32)cc1	0.5%	-2.5%	-12.5%	-3.8%	13.7%	-1.4	-7.5	11.8%	-8.4%
Cc1ccccc1CCN(CC(=O)NCc1ccc(F)cc1)C(=O)c1csnn1	-14.6%	0.1%	-2.7%	-2.0%	-4.5%	4.2	0.9	17.5%	2.5%
COc1ccc(N(C(=O)Cn2nnc(-c3ccc(Cl)cc3)n2)C(C(=O)NCC2CCCO2)c2ccc(C)cc2)cc1 (stereo unspecified)	-1.5%	2.8%	13.4%	-7.0%	-2.3%	-0.7	-6.2	-4.4%	.

The listing, from the first entry:
SMILES	EPAC1 antagonist	Abeta rescue	EPAC1 agonist	PLK1 PBD block	WRN inhibitor	IL2 activator	PI5P4K alpha inh	FUS suppressor	aSyn yeast inh
Cc1ccc(C(=O)NCCn2cc(SCC(=O)N3CCOCC3)c3ccccc32)cc1	0.5%	-2.5%	-12.5%	-3.8%	13.7%	-1.4	-7.5	11.8%	-8.4%
Cc1ccccc1CCN(CC(=O)NCc1ccc(F)cc1)C(=O)c1csnn1	-14.6%	0.1%	-2.7%	-2.0%	-4.5%	4.2	0.9	17.5%	2.5%
COc1ccc(N(C(=O)Cn2nnc(-c3ccc(Cl)cc3)n2)C(C(=O)NCC2CCCO2)c2ccc(C)cc2)cc1 (stereo unspecified)	-1.5%	2.8%	13.4%	-7.0%	-2.3%	-0.7	-6.2	-4.4%	.
O=c1cccc(-c2ccc(Br)cc2)o1	7.3%	5.3%	1.5%	-0.1%	9.0%	-0.2	-2.6	-20.9%	0.7%
COc1ccccc1-c1cc(-c2ccc(O)cc2)nc(N)c1C#N	2.7%	-12.8%	5.7%	6.6%	-1.3%	3.0	-7.5	-3.1%	-9.3%
Cn1cnc([N+](=O)[O-])c1Nc1cccc(O)c1	3.0%	2.4%	-0.8%	-2.8%	-10.9%	0.0	-19.4	1.3%	3.5%
CC(=O)O/N=C/c1c(Cl)n(C)c2ccccc12	-26.1%	-17.6%	-6.9%	-5.8%	9.2%	-5.2	-3.4	-4.6%	15.7%
CC1CC(=O)Nc2ccccc2N1C(=O)CN1CCN(C=O)CC1 (stereo unspecified)	-5.6%	-4.5%	2.5%	-2.3%	-16.5%[57.1 µM]	2.3	-1.4	-10.1%	-11.4%
CCOC(=O)C1CCCN(C(=O)c2ccc([N+](=O)[O-])cc2)C1 (stereo unspecified)	5.9%	-1.6%	-4.4%	1.0%	-5.4%	2.4	-0.3	-8.6%	1.3%
COC(=O)c1c(C)oc2ccc(NS(=O)(=O)c3cccs3)cc12	-5.6%	18.2%	-5.9%	-0.5%	-12.1%	-1.3	?	26.1%	.
O=C(/C=C/c1ccc(O)c(O)c1)c1ccccc1O	-6.8%	-43.7%[inhibitor]	1.4%	10.2%	-24.5%	-0.2	-0.8	-9.6%	-1.7%
Cc1ccc(-n2ccnc(SCC(=O)NCCc3ccccc3)c2=O)cc1F	7.8%	2.3%	12.8%	?	-19.2%	-1.0	2.9	20.4%	-1.9%
N=c1n(Cc2ccccc2)c2ccccc2n1Cc1ccccc1	-27.4%	13.3%	-0.4%	-21.5%	0.0%	-0.4	0.9	.	0.9%
O=C(Nc1ccc(Oc2cccnc2)cc1)C1CCN(Cc2cccc(Cl)c2)CC1	-11.1%	4.1%	5.6%	-7.5%	-2.4%	-2.3	1.8	29.1%	4.8%
O=C(CS(=O)(=O)Cc1ccccc1)N1CCN(c2cccc(C(F)(F)F)c2)CC1	-7.0%	13.2%	5.2%	29.9µM*	-4.1%	-2.7	-3.4	39.3%	8.9%
CCOc1ccc2[nH]cc(C(=O)N3CCN(CC)CC3)c(=O)c2c1	3.3%	3.3%	0.0%	-6.1%	-1.6%	-2.0	0.1	-0.1%	-2.3%
Cc1nc(CN(C)c2ncnc3ccc(-c4ccc5c(c4)OCO5)cc23)cs1	-19.0%	-25.5%	6.0%	.	.	-1.0	.	4.3%	.
CCOC(=O)C1=C(COC(=O)c2ccc3ccccc3c2O)NC(=O)NC1C (stereo unspecified)	-19.3%	5.4%	6.0%	-13.2%	-7.2%	-0.1	-7.6	23.7%	?
CCN1CCN(Cc2nc3c(c(=O)n(C)c(=O)n3C)n2CCc2ccccc2)CC1	6.1%	-7.7%	-9.2%	1.2%	1.2%	0.8	1.7	-30.1%	0.4%
COc1ccc(CN2CCCC(C(=O)c3cccc(OC(C)C)c3)C2)cc1Cn1cccn1 (stereo unspecified)	-9.8%	2.6%	-2.1%	-7.8%	-5.7%	-0.3	1.0	15.1%	-1.8%
CCCc1nn(C)c2c1C(c1cccnc1)C(C#N)=C(N)O2 (stereo unspecified)	15.0%	7.3%	-8.7%	?	1.7%	-0.8	.	14.4%	-13.6%
Cc1ccc(CN2C(=O)c3ccccc3NC2c2cc(Br)ccc2O)cc1 (stereo unspecified)	-17.6%	7.0%	8.5%	-3.9%	-20.6%	-0.7	2.3	56.2%	1.9%
CCOC(=O)CN=C/C(C(C)=O)=C(/C)O	17.3%	11.3%	14.3%	-0.9%	2.7%	-0.5	0.4	-46.0%	0.8%
CCS(=O)(=O)N1CCCC(C(=O)NCCCN2CCCC2=O)C1 (stereo unspecified)	5.7%	4.3%	-25.9%	-1.8%	9.0%	0.5	-2.9	-5.4%	-6.5%
CC[N+]1(C)CCC(O)(c2ccc(OC)cc2)C(C(=O)c2ccc(OC)cc2)C1 (stereo unspecified)	7.4%	-21.5%	7.1%	6.7µM*	10µM*	-0.7	-2.7	.	-20.5%
O=C(O)[C@@H](O)[C@H](O)C(=O)O	-9.2%	-22.2%	-9.6%	-16.9%	-3.2%	0.8	-8.6	-30.3%	-3.3%
COc1ccc(NC(=O)CC2SC(=O)NC2=O)cc1 (stereo unspecified)	35.7%[activator]	-11.9%	-6.9%	3.4%	7.2%	0.5	11.9	9.4%	4.3%
COc1cc2[nH]c(=O)n(CCC(=O)NCCC(C)C)c(=O)c2cc1OC	9.3%	-0.1%	-4.7%	2.6%	2.7%	-1.2	0.6	1.7%	0.5%
O=C(CN1CCN(c2ccccc2)CC1)Nc1ccncc1	-13.2%	2.1%	9.0%	5.2%	-0.4%	0.3	-1.1	-12.6%	1.2%
COC(=O)[C@]1(C)N[C@H](c2ccc(-c3ccc(Cl)c(Cl)c3)cc2)[C@@H]2C(=O)N(C)C(=O)[C@@H]21	-13.3%	32.9%	3.7%	-10.8%	0.3%	-5.4	16.9	-0.1%	22.5%
COc1ccc(C)cc1NC(=O)CNC(=O)c1sc2ccccc2c1Cl	-5.0%	-7.8%	-0.8%	-10.0%	?	-0.2	3.1	2.9%	-13.6%
O=C(O)c1ccc([N+](=O)[O-])c(CS(=O)(=O)c2ccc(Cl)cc2)c1	0.1%	-12.1%	-6.1%	-9.9%	-0.4%	-4.1	-2.1	-15.4%	1.4%
CCc1ccccc1-n1ncc(C(=O)Nc2ccc(OC)cc2)c1C	-23.3%	-6.2%	6.9%	-1.7%	6.0%	-0.5	2.3	5.7%	-0.6%
O=C(CCCN1C(=O)C(c2ccccc2)Oc2cccnc21)NCCc1ccc(Cl)cc1 (stereo unspecified)	9.1%	1.3%	-4.2%	-14.7%	18.2%	-2.7	1.8	-15.4%	-2.2%
Cc1ccc(NC(=O)COC(=O)C2CC2)cc1Cl	-12.5%	15.6%	-1.7%	4.0%	-2.4%	3.1	0.6	.	3.5%
COc1ccc(C2CC(=O)Oc3c(C(CCN4CCOCC4)c4cc(OC)c(OC)c(OC)c4)c(OC)cc(OC)c32)cc1 (stereo unspecified)	-16.3%	-13.7%	-15.1%	-7.2%	-6.1%	0.0	2.3	19.2%	-3.9%
CCOC(=O)CC(=O)CSc1nc(C)nc2c1oc1ccccc12	0.0%	-2.1%	0.0%	-3.4%	-13.1%	3.6	4.2	0.2%	4.3%
CCCc1cc(=O)[nH]c(SCC(=O)N2CCC(C(=O)OCC)CC2)n1	1.5%	13.7%	2.4%	-7.4%	-7.2%	-0.6	-6.6	14.2%	-1.3%
O=C(C1CCCCC1)N1C[C@H](n2cc(C3CC3)nn2)[C@@H](O)C[C@@H]1c1ccc(Cl)cc1	3.2%	10.2%	-12.2%	-2.3%	5.9%	2.0	-3.2	4.9%	1.5%
COC(=O)C1=C(C)NC(=O)NC1c1cn(-c2ccccc2)nc1-c1cccs1 (stereo unspecified)	-19.3%	9.1%	1.4%	-1.5%	2.2%	-0.2	-0.2	16.2%	-0.9%
O=C(c1cc(-c2cccc(Br)c2)nc2ccccc12)N1CCCC1	4.4%	-7.2%	-1.6%	-7.9%	-14.2%	-1.8	-16.4	?	4.9%
CCOC1=C2CN(S(=O)(=O)c3ccc(C)cc3)C(c3ccc(CC)cc3)CC2N(S(=O)(=O)c2ccc(C)cc2)C(c2ccc(CC)cc2)C1 (stereo unspecified)	7.4%	6.6%	-13.4%	-3.9%	-2.4%	0.6	3.9	-10.6%	0.0%
Cc1ccc2c3c([nH]c2c1)C(=O)CC(C)(C)S3	-12.6%	-6.3%	4.0%	-16.8%	1.2%	-1.3	0.1	10.8%	-2.2%
COc1cc(C(=O)N[C@@H](Cc2c[nH]c3ccccc23)C(=O)O)cc(OC)c1OC	-7.8%	-6.4%	9.4%	0.9%	-4.6%[57.1 µM]	0.4	7.4	-21.7%	-2.7%
Cc1cc(-c2nc(C)c(-c3nnc(SCC(=O)Nc4ccccc4)n3C)s2)no1	-2.8%	3.6%	1.8%	-1.4%	0.3%	-0.6	3.2	4.5%	-7.7%
CCOc1ccccc1Oc1coc2cc(OC)ccc2c1=O	7.4%	5.2%	0.6%	0.5%	6.6%	-2.2	-0.2	-23.4%	2.5%
O=C(CNC(=O)c1ccc(Cl)cc1Cl)OCC(=O)N1CCCC1=O	2.7%	0.0%	-5.2%	0.8%	16.3%	-2.9	-0.5	-5.5%	-2.2%
